# RBX1-CUL1 inh: blocks human RBX1-Cullin-1 di-ubiquitin formation. P62877+Q13616. in vitro K48 di-Ub FRET, acceptor:donor ratio, 45 min. inhibition, % at 10 µM. 140,000 tested, 0.6% active. AID 1347404; in the data active = inhibition above about 25%
# Target sequence (P62877 whole entry, looked up): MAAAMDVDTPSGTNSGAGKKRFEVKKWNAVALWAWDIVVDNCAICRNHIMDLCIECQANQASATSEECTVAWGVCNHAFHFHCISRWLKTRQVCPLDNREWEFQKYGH
# Target sequence (Q13616 whole entry, looked up): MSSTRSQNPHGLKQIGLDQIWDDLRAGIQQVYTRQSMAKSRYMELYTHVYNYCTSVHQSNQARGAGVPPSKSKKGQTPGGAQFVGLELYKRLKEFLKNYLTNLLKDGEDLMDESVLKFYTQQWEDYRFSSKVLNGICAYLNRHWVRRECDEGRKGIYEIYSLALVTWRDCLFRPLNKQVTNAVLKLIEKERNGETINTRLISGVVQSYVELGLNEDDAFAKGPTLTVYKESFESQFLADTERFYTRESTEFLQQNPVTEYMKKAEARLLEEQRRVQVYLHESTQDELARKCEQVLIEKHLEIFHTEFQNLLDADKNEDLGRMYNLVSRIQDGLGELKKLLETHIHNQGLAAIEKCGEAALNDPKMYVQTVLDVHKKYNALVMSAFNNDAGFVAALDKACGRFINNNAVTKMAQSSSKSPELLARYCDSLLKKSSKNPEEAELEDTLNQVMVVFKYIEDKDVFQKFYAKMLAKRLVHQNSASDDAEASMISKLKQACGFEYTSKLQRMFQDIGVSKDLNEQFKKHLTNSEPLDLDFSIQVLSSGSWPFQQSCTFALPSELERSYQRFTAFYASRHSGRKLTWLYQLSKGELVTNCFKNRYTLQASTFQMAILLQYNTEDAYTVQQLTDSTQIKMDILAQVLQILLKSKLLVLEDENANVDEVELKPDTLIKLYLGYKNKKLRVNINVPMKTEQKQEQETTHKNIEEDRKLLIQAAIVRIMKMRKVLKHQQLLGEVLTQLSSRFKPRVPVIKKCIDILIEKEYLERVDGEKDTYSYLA
# * hit, by the source's call; & = joins results of further samples.
SMILES,RBX1-CUL1 inh
COc1ccccc1NC(=O)C(Cc1ccccc1)NS(=O)(=O)c1cccc2nsnc12 (configuration not stated),1
O=C(CC1(c2cccc(F)c2)CC(=O)N(C2CCCC2)C1=O)N1CCC(OCc2ccccc2)CC1 (configuration not stated),3
CCOc1ccccc1NC(=O)Cn1nnc2sc3c(c2c1=O)CCC(C(C)(C)C)C3 (configuration not stated),0
CCN(c1ccc(Cl)cc1)S(=O)(=O)c1nnc(NC(=O)C2CCCCC2)s1,-6
Cc1ccc(S(=O)(=O)n2nc(C)c(Cl)c2C)cc1,-1
CCOc1ccc(NC(=O)CN2C(=O)CCSc3ccc(S(=O)(=O)N4CCCC4)cc32)cc1,-5
COc1cc(/C=C2/C(=O)NN(c3ccccc3)C2=O)cc(OC)c1O,10
OC1(CCCN2CCCCC2)c2ccccc2CCc2ccccc21,3
COc1ccc2c(=O)c(I)coc2c1,-2
O=C(CSC1CC(=O)N(c2ccc(Cl)cc2Cl)C1=O)Nc1ccc(Cl)cc1 (configuration not stated),8
CC1CCn2c(nc3cc(C(=O)NCc4ccccc4)ccc32)C1 (configuration not stated),-4
CC(=O)C(C(C)=O)c1c([N+](=O)[O-])cnc2c1c(=O)n(C)c(=O)n2C,-3
O=C(CCc1cccnc1)N1CCc2onc(-c3ccc(F)c(F)c3)c2C1,2
COc1ccc(C2CC(=O)C3C(=NC(C)=C(C(=O)OC(C)C)C3c3ccc(OC)cc3OC)C2)cc1 (configuration not stated),3
COc1nc(OC)nc(Oc2ccc([N+](=O)[O-])cc2)n1,-6
Cn1c(=O)c2c(nc(N3CCNCC3)n2Cc2ccccc2Cl)n(C)c1=O,-7
COCCN1C(=O)NC(Cc2ccc(F)cc2)(C2CCN(C(=O)CCC(C)C)CC2)C1=O (configuration not stated),4
CCOC(=O)c1c(-c2ccc(C)o2)csc1NC(=O)CSc1nnc2sc3ccccc3n12,3
O=C(Nc1ccc(Cl)cc1)C1CCN(C(=O)c2cccc(F)c2)CC1,2
O=C(CC1NC(=S)NC1=O)c1ccc2c(c1)CCCC2 (configuration not stated),-7
CC1(C)CC(C)(c2ccc(O)cc2O)N(c2cccc(Cl)c2)C(=S)N1 (configuration not stated),-7
CCc1ccccc1NC(=O)c1ccccc1NC(=O)CCC(=O)O,-1
COCCNC(=O)c1ccc(OC2CCN(C(=O)C3CCCO3)CC2)c(Cl)c1 (configuration not stated),5
Cc1nc(C)c(CC(=O)NCc2cccnc2Oc2ccccc2C)s1,8
CC(C)[C@H]1CC[C@@H](C)C(C(=O)c2ccccc2)C1=O (some centres not stated),10
Cc1ccc(C)c(Cn2c(C)c(CNCc3ccc(F)cc3)c(C(=O)O)c2C)c1,-4
O=C(OC1OCCOC1OC(=O)c1ccccc1F)c1ccccc1F (configuration not stated),9
CCCC(=O)NC(C)c1nc2ccccc2n1Cc1ccccc1 (configuration not stated),-7
COC(=O)C1C(=O)N=C(SCC(=O)Nc2ccc(Br)cc2)C(C#N)C1c1ccccc1Cl (configuration not stated),-9
CCCS(=O)(=O)N1N=C(c2ccc(C)cc2)CC1c1ccco1 (configuration not stated),9
O=C(OCc1ccc(Cl)cc1)c1cc([N+](=O)[O-])cc([N+](=O)[O-])c1,-7
Cc1ccc(-n2nnnc2CNC(=O)c2ccccc2F)cc1C,-10
COc1ccc(-c2nc(SCC(=O)Nc3ccccc3)c(-c3ccc(F)cc3)[nH]2)cc1OC,5
COc1ccc(-c2nc3cc(NC(=O)COc4ccc(F)cc4)ccc3o2)cc1,-1
CCCOC(=O)c1c(NC(=O)CC23CC4CC(CC(C4)C2)C3)sc(C)c1-c1ccc(F)cc1,-14
C=CCNCCCCOc1cccc(Cl)c1Cl,2
CC(=O)N1CCCc2cc(S(=O)(=O)N3CCCC(C(=O)Nc4cc(Cl)ccc4C)C3)ccc21 (configuration not stated),-8
CCN(CCO)C(=O)CC1(c2ccccc2)CC(=O)N(Cc2ccc3c(c2)OCO3)C1=O (configuration not stated),2
COc1cc(C2c3c(n[nH]c3-c3cc(C)sc3C)OC(=N)C2C#N)cc(OC)c1O (configuration not stated),-2
CC1=C(c2ccc(C)c(C)c2)S(=O)(=O)N(Cc2ccc(C(=O)NC(C)c3ccccc3)cc2)C1=O (configuration not stated),-4
COc1ccc(N2C=C[C@H](c3ccccc3)[C@@H](C(=O)c3ccccc3)S2(=O)=O)cc1,-5
CCS(=O)(=O)N1CCCC(C(=O)Nc2ccc(C(C)C)cc2)C1 (configuration not stated),-1
CCCS(=O)(=O)N1CC(=O)N(c2cccc(Cl)c2)C(C)(C(=O)NC2CCCCC2)C1 (configuration not stated),-9
O=C(Nc1ccc(Oc2ccccc2F)cc1)C1CCN(CC2CCOC2)CC1 (configuration not stated),4
C#CCOC(=O)NC1c2ccccc2CSc2ccccc21 (configuration not stated),-2
S=C1CC(c2ccccc2)=Nc2ncnn21,-2
CCCNC(=O)C1Cc2cc(S(=O)(=O)N3CCCCCC3)ccc2N1C(C)=O (configuration not stated),-7
CC(C)C(=O)Nc1c(Cl)cccc1Cl,-10
COC(=O)C1C(=O)N=C(SCC(=O)Nc2cccc(Cl)c2)C(C#N)C1c1ccc(Cl)cc1 (configuration not stated),4
Cc1ccc(S(=O)(=O)c2cn(Cc3ccc(F)cc3)c3cc(F)c(F)cc3c2=O)cc1,-9
# Remaining list, next part:
SMILES,RBX1-CUL1 inh
Cc1ccc(CN(C(=O)c2ccccc2Br)C2CCS(=O)(=O)C2)o1 (configuration not stated),10
COCCN1C(=O)C(C(c2ccc(OC)cc2)N2CCN(c3ccccc3)CC2)C(=O)C=C1C (configuration not stated),-4
CN(C)S(=O)(=O)c1ccc2c(c1)nnn2CCNC(=O)Nc1ccc(Cl)cc1,-7
O=S(=O)(Oc1ccc(Cl)cc1)c1ccc(F)cc1,7
O=C(CSc1nnc(Cc2ccccc2)n1C1CCCCC1)Nc1ccc(F)cc1,8
CCCn1c2ccccc2c2cnn(CC(=O)N3CCN(c4ccccc4)CC3)c(=O)c21,8
CCC(C)Oc1ccc(C(=O)NC(=S)Nc2ccc(C(C)=O)cc2)cc1 (configuration not stated),-9
O=C(Nc1cccc2ccccc12)c1cc(F)c(Cl)nc1Cl,1
OC1CN(CN2CCOCC2)c2nnc(-c3cnccn3)n2C1 (configuration not stated),-1
O=C1N(CC2CCC2)CCCC1(O)CNCc1ccon1 (configuration not stated),-7
CC1(C)CC(NC(=O)C23CCC(C)(C2Br)C3(C)C)CC(C)(C)N1 (configuration not stated),8
CCCS(=O)(=O)N1CCCC(C(=O)Nc2cccc(Br)c2)C1 (configuration not stated),12
COc1ccc(C(CC(=O)Nc2ccc(C)cn2)N2Cc3ccccc3C2=O)cc1OC (configuration not stated),4
Cc1ccccc1CCC1CCCN(C(=O)c2ccoc2)C1 (configuration not stated),-1
CCOc1ccc(S(=O)(=O)n2c(=O)n(S(=O)(=O)c3ccc(OCC)cc3)c3ccccc32)cc1,-5
Fc1cccc(Cl)c1CSc1nnc(-c2ccc(Cl)cc2Cl)o1,-11
Nc1nn2c(-c3ccccc3)cc(=O)[nH]c2c1N=Nc1ccc(Cl)cc1Cl,-6
COc1ccc(C(=O)Nc2cc(C(=O)OC(C)C)cc(C(=O)OC(C)C)c2)cc1COc1ccccc1Cl,3
O=C(COc1ccccc1-c1ccnn1-c1ccccc1)N/N=C/c1cc2ccccc2nc1Cl,-4
CC(C)c1ccc(NC(=O)CCS(=O)(=O)c2cccc3nonc23)cc1,2
O=C(CSc1nnc(-c2ccc(Cl)cc2Cl)o1)N1CCCc2ccccc21,4
Cc1ccc(C)c(N2CCN(C(=O)CCc3c(C)nc4c(c3C)c(=O)n(C)c(=O)n4C)CC2)c1,3
NC(=S)N/N=C/c1ccc(C(F)(F)F)cc1,7
CCN1CCC(NC(=O)COc2ccccc2C)CC1,-2
COC(=O)c1ccccc1NC(=O)c1sc2nc(C)cc(C)c2c1NC(=O)c1ccccc1Cl,-5
Cc1cc(C)cc(NC(=O)CCC(=O)N2Cc3ccccc3Oc3ncccc32)c1,14
Cc1[nH]c2ccccc2c1SCCNC(=O)c1ccc(F)cc1,-6
O=C(COc1ccc2ccccc2c1)Nc1cc(C(=O)O)cc(C(=O)O)c1,13
c1ccc(CSc2nnc(SCc3ccccc3)c3scnc23)cc1,3
O=C(c1ccccc1OC1CCN(C2CCSCC2)CC1)N1CCCCC1,2
CCn1nnnc1-c1ccc(OC)c(S(=O)(=O)N=C2C(=O)N(c3ccccc3)N(C)C2C)c1 (configuration not stated),2
C=CCC(CC=C)(CNC(=O)C(=O)Nc1cccc(C(F)(F)F)c1)c1ccccc1,-1
O=C(Cc1ccccc1)Nc1ccc(-c2cn3ccsc3n2)cc1,-6
CCOC(=O)c1cccc(NC(=O)C(C)C)c1,-5&-4
O=C(NC(c1c[nH]c2ccccc12)(C(F)(F)F)C(F)(F)F)c1ccc(F)cc1,5
CCOC(=O)N1CCN(C(=O)COc2ccc(Cl)cc2Br)CC1,-4
CC(C)c1ccc(NC(=O)C2CCN(S(=O)(=O)c3ccc(Br)s3)CC2)cc1,-8
CCCOC(=O)c1ccc(Cl)c(NC(=O)c2cccnc2)c1,4
Cc1c(N)ccc(-n2nc3ccccc3n2)c1C,-1
Cc1cccc(C(C)Nc2ccc([N+](=O)[O-])cn2)c1 (configuration not stated),1
COc1ccc([C@H]2Nc3ccc(S(=O)(=O)Nc4ccc(C)cc4C)cc3[C@H]3C=CC[C@H]32)cc1,-7
O=C(Nc1ccc(Br)cc1F)C1CC(=O)N(c2ccc(Br)cc2)C1 (configuration not stated),-2
COC(=O)c1ccccc1NS(=O)(=O)Cc1cccc(Cl)c1,-4
CCOc1ccc(NC(=O)C(C#N)=C2CCCCC2)cc1,-5
Cc1[nH]n(-c2ccccc2)c(=O)c1C1=c2ccc(Cl)c(C)c2=NC1=O,-1
Cc1ccc(OCC(O)CN2CCC(C)CC2)c(C)c1 (configuration not stated),8
COc1ccccc1OCC(=O)NNC(=O)COc1cc(C)ccc1C(C)C,-7
Cn1cc/c(=N\N=C2/C=CC(=O)c3ccccc32)c([N+](=O)[O-])c1,-13
CC(=O)N1CCc2c(sc3c2c(=O)n(-c2ccccc2C)c(=O)n3CC(=O)c2ccccc2)C1,13
CCc1ccccc1NC(=O)Cn1nnc(C(=O)Nc2ccc(OC)c(OC)c2)c1N,0
# (list continues)
SMILES,RBX1-CUL1 inh
CC(=O)Nc1cc(S(=O)(=O)Nc2cccc(C)c2)c(C)cc1C,4
CCCCOc1ccccc1C1NC(=S)NC(c2ccccc2)=C1C(=O)Nc1ccc(C)cc1 (configuration not stated),8
O=S(=O)(c1ccc(-c2cc(C(F)(F)F)on2)s1)N1CCN(c2cccc(Cl)c2)CC1,5
O=C1CCc2c3ccc(c2N1)CCc1ccc(cc1)CC3,6
Cc1nnsc1C(=O)Nc1cccc(F)c1,11
C=CCOc1c(Br)cc(Br)cc1/C=N/NC(=O)c1nonc1N,4
CCC(c1ccc(Cl)cc1)C(C(=O)O)C(=O)O (configuration not stated),-9
Cc1ccc(OC(C)c2nc(-c3nonc3N)no2)cc1C (configuration not stated),-6
CCCCC1C(=O)N=C2SCCN2C1=O (configuration not stated),5
Cc1c2cnn(CC(=O)NCc3ccccc3)c(=O)c2c(C)n1Cc1cccc(Cl)c1,5
O=C(c1ccco1)N1CCCC(Nc2ccc3c(c2)OCCO3)C1 (configuration not stated),-3
c1ccc(COC(CNC2CCCCC2)CNC2CCCCC2)cc1,-6
CCOc1cc(/C=N\NC(=O)c2ccc(NC(=O)c3ccccc3)cc2)ccc1OC(=O)c1ccccc1,1
COC(=O)c1cccc(-c2ccc(/C=C3\Sc4ccccc4C3=O)o2)c1,6
COC(=O)C(C(C)=O)C(c1ccco1)C(C#N)C#N (configuration not stated),2
Cc1ccc(N(C)S(=O)(=O)c2nnc(NC(=O)CC(C)C)s2)cc1,4
CC1=NC2=C(C(=O)CCC2)C(c2coc3ccc(Cl)cc3c2=O)C1C(=O)OCc1ccccc1 (configuration not stated),7
Cc1cc(C)n(-c2nnc(Nc3ccc(Br)cc3)nn2)n1,1
CCSc1nnc(NC(=O)C2CC2c2ccccc2)s1 (configuration not stated),-1
O=C(c1ccc(OC2CCN(Cc3ccon3)CC2)cc1)N1CCCC1,3
COc1cccc(NC(=O)CCCn2c(=O)c3cccn3c3cccnc32)c1,-3
O=C1CC(c2ccccc2)CC(=O)C1C=Nc1cc(Br)ccc1O (configuration not stated),-2

# 16 compounds from above, sorted by formula weight, descending:
SMILES,RBX1-CUL1 inh
CCOc1cc(/C=N\NC(=O)c2ccc(NC(=O)c3ccccc3)cc2)ccc1OC(=O)c1ccccc1,1
CC1=NC2=C(C(=O)CCC2)C(c2coc3ccc(Cl)cc3c2=O)C1C(=O)OCc1ccccc1 (configuration not stated),7
C=CCOc1c(Br)cc(Br)cc1/C=N/NC(=O)c1nonc1N,4
Cc1c2cnn(CC(=O)NCc3ccccc3)c(=O)c2c(C)n1Cc1cccc(Cl)c1,5
O=C1CC(c2ccccc2)CC(=O)C1C=Nc1cc(Br)ccc1O (configuration not stated),-2
Cc1ccc(N(C)S(=O)(=O)c2nnc(NC(=O)CC(C)C)s2)cc1,4
COC(=O)c1cccc(-c2ccc(/C=C3\Sc4ccccc4C3=O)o2)c1,6
O=C(c1ccc(OC2CCN(Cc3ccon3)CC2)cc1)N1CCCC1,3
c1ccc(COC(CNC2CCCCC2)CNC2CCCCC2)cc1,-6
O=C(c1ccco1)N1CCCC(Nc2ccc3c(c2)OCCO3)C1 (configuration not stated),-3
CCSc1nnc(NC(=O)C2CC2c2ccccc2)s1 (configuration not stated),-1
Cc1ccc(OC(C)c2nc(-c3nonc3N)no2)cc1C (configuration not stated),-6
O=C1CCc2c3ccc(c2N1)CCc1ccc(cc1)CC3,6
COC(=O)C(C(C)=O)C(c1ccco1)C(C#N)C#N (configuration not stated),2
CCC(c1ccc(Cl)cc1)C(C(=O)O)C(=O)O (configuration not stated),-9
Cc1nnsc1C(=O)Nc1cccc(F)c1,11

# Screening data deposited in PubChem by Icahn School of Medicine at Mount Sinai.

# Some of the compounds tested; rates above refer to the full screens.
